CXCR6 block: CXCR6 receptor inhibitors, primary screen, cell-based, beta-arrestin, luminescence, CHO-K1 PathHunter, 1536-well; C-X-C chemokine receptor type 6 (Homo sapiens), O00574; inhibition, % at 20 µM; hit rate 0.36% among 360,000; AID 602244, 2012; in the data active = inhibition above about 34%, passing the limit was not always enough;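 note: antagonist mode with CXCL16 agonist at 10 nM final; 0% = 10 nM CXCL16 with DMSO and 100% = unstimulated wells without agonist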
Target sequence (O00574 whole entry, looked up): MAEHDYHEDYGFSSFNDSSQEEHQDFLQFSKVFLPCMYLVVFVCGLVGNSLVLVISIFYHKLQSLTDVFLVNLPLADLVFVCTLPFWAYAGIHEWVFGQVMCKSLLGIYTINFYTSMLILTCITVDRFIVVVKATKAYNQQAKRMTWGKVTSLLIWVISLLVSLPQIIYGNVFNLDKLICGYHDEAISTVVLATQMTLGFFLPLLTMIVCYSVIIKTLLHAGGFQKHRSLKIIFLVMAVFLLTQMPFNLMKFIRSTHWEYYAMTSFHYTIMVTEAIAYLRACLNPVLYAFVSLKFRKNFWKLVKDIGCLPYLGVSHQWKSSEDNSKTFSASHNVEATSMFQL
Gli-Sufu antag: Gli-Sufu pathway antagonists, primary screen, luciferase luminescence, Sufu-KO-LIGHT cells, uHTS | inhibition, % at 5 µM | hit rate 0.74% among 340,000 | Sufu-KO-LIGHT fibroblasts, Gli luciferase reporter luminescence;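 active = inhibition above about 55%, limit read from the data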;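 note: 0% = DMSO-treated cells and 100% = wells with medium but no cells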
MPTP inh: mitochondrial permeability transition pore inhibitors, primary screen, biochemical, isolated mouse mitochondria, absorbance | Ca2+ swelling absorbance, 30 min | inhibition, % at 10 µM | hit rate 1.4% among 360,000 | AID 602449, 2012;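 active = inhibition of 50% or more, scaled per plate between neutral and stimulator controls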;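 note: 0% = DMSO wells given calcium and 100% = 1 mM EGTA wells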
A3A deaminase: APOBEC3A ssDNA deaminase inhibitors, primary screen, selectivity assay for APOBEC3G inhibitor project, biochemical, FAM/TAMRA oligo cleavage fluorescence. DNA dC->dU-editing enzyme APOBEC-3A (Homo sapiens), P31941. hit rate 0.41% among 330,000. recombinant A3A, FAM/TAMRA ssDNA deamination fluorescence. inhibition, % at 20 µM;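 active = at least 40% inhibition at 20 µM here, with at most 30% in a related deaminase screen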;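 note: plate controls were A3A with DMSO for no effect and wells lacking A3A enzyme for full effect; some results filed as inactive read as strong as hits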
Target sequence (P31941 whole entry, looked up): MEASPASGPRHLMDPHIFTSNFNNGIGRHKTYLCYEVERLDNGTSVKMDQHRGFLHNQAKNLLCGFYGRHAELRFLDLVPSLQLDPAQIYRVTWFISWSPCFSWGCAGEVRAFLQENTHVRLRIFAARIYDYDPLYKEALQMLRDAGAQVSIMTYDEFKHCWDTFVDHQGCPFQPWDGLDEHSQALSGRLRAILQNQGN
NR3A LBD binder: binders of NR3A ligand-binding domain, primary screen, biophysical, differential scanning fluorimetry, uHTS; Tm shift relative to glycine control, % at 25 µM; Glutamate receptor ionotropic, NMDA 3A (GRIN3A) ligand-binding domain; AID 1259313, 2017; hit rate 2.5% among 340,000; NR3A LBD differential scanning fluorimetry, Tm shift; 0% = protein alone, 100% = glycine-bound protein;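 active = melting temperature shift of at least 10% of the positive control shift, at one fixed dose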
A3G deaminase: APOBEC3G DNA deaminase inhibitors, primary screen, biochemical, fluorescence, single-stranded DNA substrate, uHTS | recombinant A3G, ssDNA deamination FAM/TAMRA fluorescence | hit rate 0.28% among 330,000 | DNA dC->dU-editing enzyme APOBEC-3G (Homo sapiens), Q9HC16 | inhibition, % at 20 µM;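 active = inhibition of at least 40% at 20 µM, with no more than 30% in the related APOBEC3A deaminase screen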;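 note: plate controls were DMSO wells with A3G for no effect and wells lacking A3G enzyme for full effect; some compounds called inactive have numbers as strong as hits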
Target sequence (Q9HC16 whole entry, looked up): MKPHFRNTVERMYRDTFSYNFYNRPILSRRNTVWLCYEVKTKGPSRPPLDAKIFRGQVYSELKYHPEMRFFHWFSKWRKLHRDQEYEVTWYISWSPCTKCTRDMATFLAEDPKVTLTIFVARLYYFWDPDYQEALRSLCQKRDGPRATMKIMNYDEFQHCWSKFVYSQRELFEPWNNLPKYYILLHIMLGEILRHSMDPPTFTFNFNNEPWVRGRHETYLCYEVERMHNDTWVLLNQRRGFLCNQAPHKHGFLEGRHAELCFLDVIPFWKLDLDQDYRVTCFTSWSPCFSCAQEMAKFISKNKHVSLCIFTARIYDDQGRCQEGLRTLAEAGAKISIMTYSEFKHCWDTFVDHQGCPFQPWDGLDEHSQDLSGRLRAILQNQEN
CCR6 antagonist: CCR6 receptor antagonists, primary screen, cell-based, CHO-K1, luminescence, beta-arrestin, uHTS; C-C chemokine receptor type 6 (Homo sapiens), P51684; CHO-K1 CCR6 PathHunter beta-arrestin, CCL20-stimulated; inhibition, % at 20 µM; hit rate 0.49% among 340,000;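 active = compounds whose inhibition of the agonist-driven luminescence signal at 20 µM reaches about 50%, limit read from the data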;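 note: cells stimulated with CCL20 at 14 nM final; plate controls were DMSO with CCL20 for no effect and DMSO without agonist for full effect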
EBI2 block: EBI2 receptor antagonists, beta-arrestin recruitment, primary screen, cell-based, luminescence, 7a,25-OHC stimulation, uHTS; G-protein coupled receptor 183 (Homo sapiens), P32249; inhibition, % at 5 µM; hit rate 0.81% among 360,000; 7a,25-OHC stimulated; AID 651636, 2012; in the data active = inhibition above about 38%;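 note: enzyme fragment complementation signal reports receptor beta-arrestin coupling in cells; 0% = agonist plus DMSO wells and 100% = wells without agonist; some results beyond the cut were filed as inactive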
* hit, by the source's call; . = no result given. No enrichment for hits, and some 5.8% of all compounds hit somewhere here.

mol,CXCR6 block,Gli-Sufu antag,MPTP inh,A3A deaminase,NR3A LBD binder,A3G deaminase,CCR6 antagonist,EBI2 block
COC(=O)Cn1c(C(O)c2ccccc2)nc2ccccc21 (centres undefined),3,4,-0.8,-6,-1,-3,9,-5
CN(Cc1ccccc1)C(NC(=O)c1ccccc1)C(Cl)(Cl)Cl (centres undefined),-1,-1,1.2,2,0,0,19,-4
Cc1ccc(NC(=O)CCc2ccc(C)o2)cc1,3,10,9.8,-1,-4,10,11,12
Cc1nc2cc(S(=O)(=O)N(C)C)ccc2n1-c1ccccc1,4,25,-0.9,1,0,-1,6,-3
O=c1ccc(-c2ccccc2)n[nH]1,0,2,-1.2,-4,2,-5,-8,5
Cc1cc(C)c2nc(-c3ccccn3)cc(C(=O)NCCc3ccc(S(N)(=O)=O)cc3)c2c1,-2,6,1.4,0,-6,-5,13,1
Cc1nc2ccc(NC(=O)N3CCSCC3)cc2nc1C,1,-10,5.4,1,2,0,-6,0
CCOC(=O)c1cnc2ccc(OCC)cc2c1NCCN1CCOCC1,-7,33,0.4,-2,0,-1,7,10
O=C(c1ccccc1)N1CCN(CC2CC=CCC2)CC1 (centres undefined),-10,2,-1.2,-3,-1,-3,6,-7
O=C(CCNS(=O)(=O)c1ccccc1)N1CCOCC1,-3,-35,1.3,2,-18,-3,5,-2
CCOc1ccc(C(=O)Nc2ccc(NC(=S)NC(=O)CC)cc2)cc1Cl,-4,-3,-0.5,0,3,0,10,-1
COCCn1c(N)c(N(Cc2ccccc2)C(=O)c2cc(=O)[nH]c3ccccc23)c(=O)[nH]c1=O,5,-6,-0.5,1,1,-5,12,-3
CC(SCC(=O)O)c1nc2ccccc2[nH]1 (centres undefined),1,-6,0.5,-3,0,-2,-3,-3
CCN(c1ccccc1)S(=O)(=O)c1cc(C(=O)OC(C)C(=O)Nc2ccc3c(c2)OCCO3)ccc1C (centres undefined),14,.,5.7,50*,2,13,9,25
NC(=O)c1nc(-c2ccco2)nc2c1[nH]c(=O)n2-c1ccc(Cl)c(Cl)c1,8,-1,2.0,7,-2,0,5,-2
CC(=O)Nc1ccc(S(=O)(=O)N(C)CC(=O)NCCOc2ccccc2)cc1,-8,5,-1.4,-4,-1,-6,-7,-7
Cn1c(SCc2ccccc2Cl)nc2ccccc21,1,14,-7.4,-13,0,-5,-1,13
O=C(NNC(=O)C1CCCO1)c1ccccc1Cl (centres undefined),1,4,-4.7,0,-10,1,12,-11
COc1ccc(S(=O)(=O)CCC(=O)Nc2c(C)n(C)n(-c3ccccc3)c2=O)cc1,3,-18,-1.5,-5,0,-3,12,-8
O=C(NNc1nc2ccccc2s1)Nc1ccc(F)cc1,-8,-71,3.4,-7,-13,3,3,2
Fc1ccc(CSc2ccc3nnc(-c4ccccn4)n3n2)cc1,-10,2,-4.5,2,0,-3,2,-11
COc1ccc(-n2nc(C(=O)NCC(=O)N3CCCCCC3)c3ccccc3c2=O)cc1OC,3,-7,-0.1,3,-1,-4,10,-7
CCOC(=O)C1(CCCc2ccccc2)CCN(C(=O)C(C)n2cncn2)CC1 (centres undefined),-12,0,1.8,-4,-3,-9,6,0
O=C(Nc1ccc([N+](=O)[O-])cc1)C1COc2ccccc2O1 (centres undefined),4,6,0.9,-1,1,-1,13,-3
COCCNC(=O)C1CCC(=O)N1S(=O)(=O)c1ccc(C)cc1 (centres undefined),6,11,0.5,-3,-1,-5,-12,-5
COC(=O)C(CC(=O)O)NCc1ccco1 (centres undefined),-1,-4,1.3,-1,-1,-1,7,6
Cc1coc(C)c1C(=O)CC1(O)C(=O)N(CCc2ccccc2)c2ccccc21 (centres undefined),-3,-3,2.7,1,-2,-1,19,5
c1ccc(-c2nc(SCc3nc4ccccc4[nH]3)c3oc4ccccc4c3n2)cc1,14,4,50*,6,-3,-4,8,29
COc1ccc(C2NC(=O)Cc3cc(OC)c(OC)cc32)cc1OC (centres undefined),0,4,1.6,1,-1,-2,4,4
N#C/C(=C\c1ccc(-c2ccc(C(=O)O)cc2)o1)C(=O)Nc1ccc(F)cc1,12,-6,-0.1,.,-4,.,25,5

With a hit mark in A3A deaminase, among the entries above:
Molecule | CXCR6 block | MPTP inh | A3A deaminase | NR3A LBD binder | A3G deaminase | CCR6 antagonist | EBI2 block
CCN(c1ccccc1)S(=O)(=O)c1cc(C(=O)OC(C)C(=O)Nc2ccc3c(c2)OCCO3)ccc1C (centres undefined) | 14 | 5.7 | 50* | 2 | 13 | 9 | 25

Additional entries:
mol,CXCR6 block,Gli-Sufu antag,MPTP inh,A3A deaminase,NR3A LBD binder,A3G deaminase,CCR6 antagonist,EBI2 block
CC1CN(C(=O)c2ccc(-c3cccc(C(F)(F)F)c3)o2)CC(C)O1 (centres undefined),2,-1,0.3,-3,2,-8,12,11
O=C(NNC1CC(=O)N(c2ccc(F)cc2)C1=O)c1cccnc1 (centres undefined),12,-5,0.3,-5,2,-11,2,-4
Cc1nc(N)nc(Cl)c1Cc1ccc(Cl)cc1,0,-1,-2.4,3,0,4,11,5
COc1cc(OC)c(C(=O)OCC(=O)c2ccc3c(c2)NC(=O)CO3)cc1OC,0,-7,-2.3,-4,1,-4,2,4
O=C(O)CSCc1nc2ccccc2s1,-3,-5,-1.0,0,1,0,-9,-9
CC(=O)c1ccc(NC(=O)Nc2sc(NS(=O)(=O)c3ccccc3)nc2C)cc1,-17,2,-0.4,-3,-6,-8,-2,-2
CCc1ccc(Nc2n[n+](-c3ccccc3)c(-c3cc(OC)c(OC)cc3Br)s2)cc1,4,-3,5.1,-6,-4,-10,8,2
CCOC(=O)Nc1cc(C)ccc1OC,3,-6,-0.3,-2,0,0,1,-10
CCN(C(=O)c1cc2cccc(OC)c2oc1=O)C1CCCCC1,-4,-3,5.4,-2,0,-6,-3,-11
O=C(CSc1ccc(-c2cccnc2)nn1)Nc1ccccc1,5,-11,-1.0,-3,2,-6,-9,-16
CCCCC(=O)N(Cc1nc2sc(C)c(C)c2c(=O)[nH]1)C1CCCC1,12,10,-1.4,0,0,2,13,7
O=C(COc1ccc(Br)cc1Br)NN1C(=O)c2ccccc2C1=O,-6,9,2.5,55*,-6,-9,4,-2
CN1C(=O)C2(CCCCC2)C1c1ccccc1 (centres undefined),-8,-6,1.0,4,-1,-1,20,-5
CCOc1cc(N2CCOCC2)c(OCC)cc1NC(=O)c1oc2ccccc2c1C,3,.,0.5,0,-1,-5,-8,15
C=CC[C@H](CC(=O)N(CCO)Cc1ccccc1)C(=O)N[C@H](COC(=O)[C@@H](CC=C)Cc1ccc(F)cc1)Cc1c[nH]c2ccccc12,19,20,1.6,-5,-3,-7,14,9
Cc1cc(C)c(NC(=O)CCN2C(=O)c3ccccc3S2(=O)=O)c(C)c1,1,-6,42,0,1,-3,16,-9
O=C(N/N=C/C1C(c2ccccc2)C1(Cl)Cl)c1cccc(Cl)c1 (centres undefined),7,-9,75*,-1,-5,-5,11,10
CCN1CCN(C(=S)c2ccc(-c3ccccc3)cc2)CC1,-12,7,-0.6,-1,1,1,10,17
Cc1ccc(C(=O)CSc2nnc(-c3ccncc3)n2C)cc1,8,-3,-1.1,1,-2,-4,-8,-4
Cc1cc(C(C)(C)C)cc(C)c1Cn1c2[n+](c3ccc(C(F)(F)F)cc31)CCCCC2,-9,43,7.8,59,-3,31,20,-5
Cc1ccc(S(=O)(=O)NNC(=O)CCCCC(=O)NNS(=O)(=O)c2ccc(C)cc2)cc1,-1,2,-0.3,-1,0,-6,-1,-16
C[C@]12CC[C@H](O)CC1=CCC1C2CC[C@@]2(C)C1CC[C@@H]2NC(=O)[C@@H](N)Cc1ccccc1 (some centres undefined),8,11,0.0,3,1,-3,8,-15
Cn1ccsc1=NC(=O)c1ccccc1F,-5,0,1.2,-1,-1,-7,3,-19
CCC(C(=O)NC1CCCCCC1)n1nc(C)n2c(cc3occc32)c1=O (centres undefined),-7,-1,-0.5,-7,0,-10,14,5
COc1ccc(NC(=O)c2cccnc2)cc1,0,-6,0.5,-4,-1,-8,3,-9
Cc1ccccc1NC(=O)CSc1ccc(-c2ccccn2)nn1,5,-4,0.0,-3,1,-2,21,8
COc1ccc(-c2csc(NC(=O)c3ccccc3NS(=O)(=O)c3ccc(F)c(F)c3)n2)cc1,-10,75*,92*,-4,16*,-4,5,-5
Fc1cccc(CCN2CCNC[C@@H]2Cc2ccccc2)c1,0,-2,22,2,-4,-2,3,-11
Cc1cccc(/N=C/C2=C(O)CC(C)(C)CC2=O)n1,-1,0,2.7,-5,0,-6,5,-10
O=C(c1ccccc1)N1CCn2c1nc1ccccc12,0,-13,1.0,0,-1,-15,6,-1

mol,CXCR6 block,Gli-Sufu antag,MPTP inh,A3A deaminase,NR3A LBD binder,A3G deaminase,CCR6 antagonist,EBI2 block
COCCCNC(=O)COc1ccc(S(=O)(=O)Nc2ccccc2)cc1,-4,2,0.2,-2,0,-3,-6,8
O=C(Cc1cccs1)N=Nc1c(O)[nH]c2ccccc12,10,-8,1.6,7,-2,0,3,2
CC(=O)n1c(C=Nc2ccc(Cl)cc2)c(O)c2ccccc21,7,16,4.0,-2,2,1,10,28
Cc1ccc(-c2nnn(CC(=O)Nc3ccc(S(=O)(=O)N4CCC(C)CC4)cc3)n2)cc1,2,-15,20,2,55*,-7,11,-12
CCCN(CCC)CCCNC(=O)CS(=O)Cc1nc(-c2ccc(OC)c(OC)c2)oc1C (centres undefined),-3,6,2.7,12,-4,2,-5,-13
COc1ccc(CN2C(=O)CSCC2=O)cc1OC,6,2,4.6,-2,2,-8,9,-12
COc1ccc2nc(N3C(=O)C(O)=C(C(=O)c4ccco4)C3c3ccc(C)o3)sc2c1 (centres undefined),13,1,0.1,-3,.,-13,17,17
Cc1ccc(-c2csc(NC(=O)C[n+]3cc(-c4ccc(C)cc4)n4c3CCC4)n2)cc1,10,4,1.7,-1,-1,-3,7,0
CC12CCCC(CC(=O)O)(C1)NC(=O)C2 (centres undefined),1,7,-0.1,.,-1,.,13,0
Cc1nn(CC(=O)NCCN2CCOCC2)c(=O)c2cc3sccc3n12,0,3,2.6,-3,2,-4,4,-2
O=C(NCC1CCCO1)C1CCN(C(=O)c2ccc(Br)cc2)CC1 (centres undefined),1,3,-0.3,2,14*,7,-5,5
N=C(N)c1ccc(OCCCCCOc2ccc(C(=N)N)cc2)cc1,-7,3,2.4,6,-1,-4,-2,-6
COc1ccc(CCNC(=O)Cn2c(=O)n(-c3cc(F)ccc3F)c(=O)c3sccc32)cc1OC,5,0,2.0,-1,0,-4,-16,-8
COC(=O)c1c(-n2cnnn2)sc(C)c1C,-5,50,-1.5,-1,0,-6,-9,8
COc1ccc(OC)c(NC(=O)COC(=O)Cc2ccc(-c3ccccc3)cc2)c1,-2,-10,1.2,2,-11,-7,19,6
Cc1cc2ccccn2c1C(=O)Nc1ccccc1,-9,1,4.2,-1,2,-5,-7,4
Cc1nc2ccccc2c2c1CC(C)S2 (centres undefined),6,4,2.8,-1,0,-2,13,3

Bioassay records (PubChem)
